High-throughput results: PubChem BioAssay, several laboratories
PP5 inh: inhibitors of human protein phosphatase 5 (PP5); AID 1987; inhibition, % at 6.7 µM; P53041; hit rate 0.18% among 320,000; purified PP5c, OMFP substrate fluorescence;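 active means inhibition above the campaign's mean inhibition across all tested compounds plus 3 SD, cut at about 9.5% in these data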;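 further: 0% = DMSO only and 100% = 100 µM cantharidin control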
Target sequence (P53041 whole entry, looked up): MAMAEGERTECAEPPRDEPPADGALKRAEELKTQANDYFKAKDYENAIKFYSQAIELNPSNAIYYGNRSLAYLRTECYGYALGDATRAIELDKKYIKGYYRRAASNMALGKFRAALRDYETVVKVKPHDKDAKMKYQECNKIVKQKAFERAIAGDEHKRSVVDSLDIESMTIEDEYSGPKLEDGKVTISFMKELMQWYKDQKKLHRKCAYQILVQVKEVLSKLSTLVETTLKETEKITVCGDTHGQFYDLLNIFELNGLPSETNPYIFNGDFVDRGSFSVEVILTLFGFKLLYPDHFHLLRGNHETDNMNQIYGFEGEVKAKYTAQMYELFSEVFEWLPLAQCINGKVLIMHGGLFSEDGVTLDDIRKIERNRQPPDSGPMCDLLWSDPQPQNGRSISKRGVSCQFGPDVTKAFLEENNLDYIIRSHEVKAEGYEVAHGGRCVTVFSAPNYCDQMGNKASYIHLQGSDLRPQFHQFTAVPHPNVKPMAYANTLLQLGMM
EBNA-1 inhibitor: blocks EBNA-1 binding to DNA | EBNA-1 DNA binding, fluorescence polarization | inhibition, % at 14.8 µM | hit rate 0.34% among 300,000 | AID 1950; in the data active means inhibition above about 28%
TPT1 inhibitor: blocks Candida albicans tRNA 2'-phosphotransferase; recombinant caTPT1, FP RNA substrate dephosphorylation; hit rate 0.81% among 300,000; inhibition, % at 5 µM; AID 1962;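 active means inhibition above the mean of all tested compounds plus 3 SD, set per screening campaign, cut at about 24% in these data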;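 further: plate controls were DMSO alone for no effect and ferristatin control at 100 nM for full effect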
CTSL1 counter: cathepsin L1 inhibition, PFM18AAP counter-screen. recombinant F. hepatica cathepsin L1, Z-Leu-Arg-MCA fluorescence. inhibition, % at 5.96 µM. hit rate 0.49% among 300,000. AID 1906;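 active means inhibition above the mean of all tested compounds plus 3 SD, set per screening campaign, cut at about 17% in these data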;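 further: 0% = plate median of test compound wells and 100% = 1 µM Z-Phe-Ala-diazomethylketone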
PREPL inhibitor: human PREPL enzyme inhibition; hit rate 0.68% among 320,000; recombinant PREPL, fluorescence polarization activity-based probe; inhibition, % at 5.96 µM; Q4J6C6; in the data active means inhibition above about 43%;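 further: 0% = enzyme with DMSO and 100% = wells lacking enzyme; many of its hits are not listed in these tables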
PP1 inh: blocks human PP1-alpha phosphatase, a PP5 counter-screen; purified PP1alpha, OMFP fluorescence; hit rate 0.9% among 320,000; inhibition, % at 6.7 µM; AID 2235;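 active means inhibition above the mean inhibition of all tested compounds plus 3 SD, computed separately for each screening campaign, cut at about 15% in these data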
Target sequence (P62136 whole entry, looked up): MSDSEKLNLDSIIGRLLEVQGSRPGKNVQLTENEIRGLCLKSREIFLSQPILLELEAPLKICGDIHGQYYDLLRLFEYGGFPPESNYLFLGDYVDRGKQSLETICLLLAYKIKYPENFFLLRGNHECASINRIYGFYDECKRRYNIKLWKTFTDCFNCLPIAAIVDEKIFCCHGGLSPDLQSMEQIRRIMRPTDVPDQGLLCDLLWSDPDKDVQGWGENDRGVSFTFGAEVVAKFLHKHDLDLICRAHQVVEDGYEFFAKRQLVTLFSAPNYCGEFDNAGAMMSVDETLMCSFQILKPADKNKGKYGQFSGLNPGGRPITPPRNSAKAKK
ZTA DNA inh: counter-screen for EBNA-1 inhibitors: inhibitors of Epstein-Barr virus ZTA; ZTA-DNA binding, fluorescence polarization; inhibition, % at 11 µM; hit rate 0.15% among 320,000; AID 2234; in the data active means inhibition above about 33%
Efflux pump mplx: inhibitors of Candida antifungal efflux pumps expressed in yeast; hit rate 0.44% among 330,000; AID 485275; inhibition, % at 10 µM; S. cerevisiae Candida pump triplex, Nile Red efflux;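 active means plate passing quality check with inhibition over a set limit, or well fluorescence over plate mean plus 4 SD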;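 further: Nile Red retained in pooled yeast measured as flow cytometry median fluorescence; 0% = buffer negative control and 100% = Enniatin B positive control; higher means more Nile Red kept so more efflux inhibition; some compounds called inactive have numbers as strong as hits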
core dimer inh: blocks dimerization of HCV core protein; inhibition, % at 5 µM; TR-FRET GST/Flag-core106 dimerization, 1536-well; hit rate 0.33% among 300,000;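 active means inhibition above the mean of all tested compounds plus 3 SD, set per screening campaign, cut at about 45% in these data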
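Assay system: tagged HCV core106 pair (GST and Flag); medium: KF-containing HEPES buffer, pH 7.45, DTT, CHAPS, BSA; also added: Eu donor and XL665 acceptor anti-tag antibodies; dosing: 5 µM single dose; timing: compound-protein-antibody incubation 4 h at 22.5 °C; signal: TR-FRET 671 and 617 nm emission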
* = called active by the depositor; . = no result given. The list is partial, so the mix of outcomes need not match the whole.

SMILES	PP5 inh	EBNA-1 inhibitor	TPT1 inhibitor	CTSL1 counter	PREPL inhibitor	PP1 inh	ZTA DNA inh	Efflux pump mplx	core dimer inh
COC(=O)c1ccc(CSCc2ccc(C#N)cc2)cc1	2.9	-3	-3	-1	3	0	2	-0.1	1
Cc1nn(C)c(C(=O)N/N=C/c2cccnc2)c1Br	1.1	2	2	3	2	0	8	-5.1	-5
CCOC(=O)C1CCCN(C(=S)Nc2cccc(Cl)c2C)C1 (stereo not drawn)	0.1	-3	-3	-4	5	-3	-16	0.0	1
Cc1ccc(S(=O)(=O)N2CC(C)N(C(=O)N3CCOCC3)C2)cc1 (stereo not drawn)	0.3	-1	-4	0	13	1	-22	-0.3	-9
Cc1cc(C)cc(NC(=S)N2CCC(NC(=O)C3CCCCC3)CC2)c1	-0.6	4	-3	0	-1	-1	8	0.1	0
Cc1ccc(S(=O)(=O)N2CCOCC2)cc1C(=O)N1CCC(Cc2ccccc2)CC1	3.2	-5	-3	-1	40	0	-7	-0.2	2
Cc1ccc(-c2cc(C(=O)N3CCN(C4CCS(=O)(=O)C4)CC3)c3ccccc3n2)cc1 (stereo not drawn)	4.7	.	.	.	21	1	-1	0.0	.
CCOc1ccccc1CNC(=O)CCNS(=O)(=O)c1ccc2[nH]c(=O)oc2c1	0.0	6	6	1	5	-4	11	-0.1	12
Nc1c(C(=O)Nc2cccc(F)c2)nnn1-c1cccc(C(F)(F)F)c1	0.4	4	-4	3	0	-2	7	-0.1	0
CC(=O)CC(=O)Nc1ccc2ccccc2c1	-2.0	14	3	-3	-10	7	11	-0.1	-5

Individual results from the entries so far.
CCOC(=O)C1CCCN(C(=S)Nc2cccc(Cl)c2C)C1 (stereo not drawn) – PP1 inh = -3
Cc1ccc(-c2cc(C(=O)N3CCN(C4CCS(=O)(=O)C4)CC3)c3ccccc3n2)cc1 (stereo not drawn) – ZTA DNA inh = -1

(cont.)
SMILES	PP5 inh	EBNA-1 inhibitor	TPT1 inhibitor	CTSL1 counter	PREPL inhibitor	PP1 inh	ZTA DNA inh	Efflux pump mplx	core dimer inh
CCN1C(=O)[C@@H]2[C@H](C1=O)[C@@H]1C(=O)Nc3ccccc3C(=O)N1[C@@H]2c1ccc(Br)cc1	1.4	16	-3	-7	5	1	3	-0.2	-10
CCCCN(C)C1=Nc2cccc3cccc1c23	2.7	-7	-1	-3	10	-5	-8	-0.1	-7
COc1ccc(Cc2nc(-c3ccccn3)no2)cc1	0.1	-5	-3	0	1	-8	5	0.2	-1
Cc1ccccc1Nc1ncccc1C(=O)N1CCOCC1	-3.1	12	1	-1	8	-3	3	-0.1	-1
COCCNC(=O)C1CCC(CNS(=O)(=O)c2ccccc2)CC1 (stereo not drawn)	0.1	0	1	-3	3	-2	-8	-0.4	5
CC(NC(=O)CCNC(=O)c1ccc(Br)cc1)c1ccc(-n2ccnc2)cc1 (stereo not drawn)	1.2	-1	2	1	0	-3	0	0.1	-2
COc1ccccc1CNC(=O)COC(=O)CC1CC2CCC1C2 (stereo not drawn)	2.0	.	.	.	12	3	-2	0.1	.
CN(C(=O)COC(=O)c1cccs1)c1c(N)n(Cc2ccccc2)c(=O)[nH]c1=O	-1.7	4	-5	0	2	-1	1	-0.2	-3
CC(=O)N1CCC2(CC1)C/C(=N\NC(=S)Nc1ccc(C)cc1)c1cc(O)ccc1O2	2.0	-10	-6	-2	23	2	-8	-0.2	1
COC(=O)CC(CP(=O)(O)CN(C)C=O)C(=O)OC (stereo not drawn)	0.1	3	-6	4	4	-2	2	0.2	5

Reprinted from the part before: three compounds; new compounds follow.
SMILES	PP5 inh	EBNA-1 inhibitor	TPT1 inhibitor	CTSL1 counter	PREPL inhibitor	PP1 inh	ZTA DNA inh	Efflux pump mplx	core dimer inh
CN(C(=O)COC(=O)c1cccs1)c1c(N)n(Cc2ccccc2)c(=O)[nH]c1=O	-1.7	4	-5	0	2	-1	1	-0.2	-3
CC(=O)N1CCC2(CC1)C/C(=N\NC(=S)Nc1ccc(C)cc1)c1cc(O)ccc1O2	2.0	-10	-6	-2	23	2	-8	-0.2	1
COC(=O)CC(CP(=O)(O)CN(C)C=O)C(=O)OC (stereo not drawn)	0.1	3	-6	4	4	-2	2	0.2	5
CN(C)CCNC(=O)COc1ccc(Cl)cc1Cl	0.0	7	-1	-1	-10	-3	4	-0.1	3
COC(=O)c1cc(=O)[nH]c(SCc2cccc(C)c2)n1	-0.4	1	-4	2	13	1	4	-0.1	-2
CCn1nc(C)cc1C(=O)NC1CC(C)(C)Cc2c1cnn2-c1cccc(F)c1 (stereo not drawn)	4.1	-2	-3	-3	14	2	-29	0.1	-12
CCN1C(=O)c2ccccc2S(=O)(=O)c2ccc(C(=O)NCC(OC)OC)cc21	1.7	0	-5	-1	6	0	0	-0.2	-8
CC(C)CN(C(=O)COC(=O)C12CC3CC(CC(C3)C1)C2)c1c(N)n(Cc2ccccc2)c(=O)[nH]c1=O	0.0	11	1	5	13	-3	-1	-0.1	-1
Cc1ccc(C)c(NC(=O)CCN2C(=O)[C@@H]3Cc4ccccc4CN3C2=O)c1	2.5	-2	-2	0	-63	-2	-6	0.0	2
Cn1c(SCC(=O)Nc2cccc(S(=O)(=O)NC3=NCCCCC3)c2)nnc1-c1ccncc1	-4.4	-10	-4	4	5	11	-3	0.0	-4
CCOc1ccc(CCNC(=O)COC(=O)COc2ccc(Cl)cc2)cc1OCC	1.9	-8	2	-1	-3	-3	-6	0.1	-8
CC(=O)Nc1nc(C)nc(C)c1C(C)=O	-3.4	-1	-1	3	9	-3	-7	0.2	-5
CCCOc1ccc(N2CC(C(=O)Nc3ncccc3C)CC2=O)cc1 (stereo not drawn)	0.8	-2	0	-2	5	-5	5	0.0	-3

Part of the list above, limited to EBNA-1 inhibitor, PP5 inh and Efflux pump mplx:
Compound | EBNA-1 inhibitor | PP5 inh | Efflux pump mplx
Cc1ccc(S(=O)(=O)N2CCOCC2)cc1C(=O)N1CCC(Cc2ccccc2)CC1 | -5 | 3.2 | -0.2
Cc1ccc(-c2cc(C(=O)N3CCN(C4CCS(=O)(=O)C4)CC3)c3ccccc3n2)cc1 (stereo not drawn) | . | 4.7 | 0.0
CCOc1ccccc1CNC(=O)CCNS(=O)(=O)c1ccc2[nH]c(=O)oc2c1 | 6 | 0.0 | -0.1

3 compounds out of the list above, sorted by the value under PREPL inhibitor, largest number first:
SMILES,PREPL inhibitor
Cc1ccc(-c2cc(C(=O)N3CCN(C4CCS(=O)(=O)C4)CC3)c3ccccc3n2)cc1 (stereo not drawn),21
COC(=O)c1ccc(CSCc2ccc(C#N)cc2)cc1,3
COc1ccc(Cc2nc(-c3ccccn3)no2)cc1,1

(further entries)
SMILES	PP5 inh	EBNA-1 inhibitor	TPT1 inhibitor	CTSL1 counter	PREPL inhibitor	PP1 inh	ZTA DNA inh	Efflux pump mplx	core dimer inh
NC(=O)C1CCN(C(=O)N2c3ccccc3Sc3ccccc32)CC1	3.3	-9	1	5	1	5	-15	0.0	-21
CC1(C)OC2OC(C(=O)N/N=C/c3ccccc3F)C3OC(C)(C)OC3C2O1 (stereo not drawn)	1.2	-4	-3	1	-2	-3	7	-0.1	-13
O=C(N/N=C/c1ccccc1Cl)c1cccc(F)c1	0.6	11	4	3	-9	0	2	0.0	-2
Cc1ccc(C(=O)N/C(=C/c2ccco2)C(=O)NCC2CCCO2)cc1 (stereo not drawn)	-0.7	11	1	9	10	-1	8	0.1	4
COc1ccc(OC)c(C2C(C(C)=O)=C(O)C(=O)N2c2ccc(F)cc2)c1 (stereo not drawn)	3.6	-6	5	-2	9	0	-18	0.6	-5
COCc1c(C(=O)Nc2nc(C)cs2)oc2ccccc12	0.5	-3	1	3	17	-1	9	0.1	1
CN(C(=O)COC(=O)/C=C/c1ccc(C(F)(F)F)cc1)c1c(N)n(Cc2ccccc2)c(=O)[nH]c1=O	1.2	-1	0	4	15	-1	-4	-0.1	-6
CCN=C(NS(=O)(=O)c1ccc(Br)cc1)c1ccc(Cl)cc1	0.8	-12	4	1	19	-3	-17	0.0	-2
CCCOC(=O)/C=C/c1c(C)[nH]c(=O)[nH]c1=O	-0.2	6	6	0	0	-1	-2	-0.1	-9
CCCSc1nc2c(c(=O)n(C)c(=O)n2C)n1C	1.2	3	-1	-1	1	-1	-4	0.0	-1
CSc1ncccc1C(=O)OCC(=O)NC1CCCCC1	2.7	.	.	.	0	-4	6	0.1	.
CCc1nnc(NC(=O)c2ccc(NC(=O)C(C)C)cc2)s1	1.7	0	1	2	1	1	-11	-0.1	0
COc1cccc(NC(=O)CN(C)C(C)C(=O)NC(=O)NC2CCCCC2)c1 (stereo not drawn)	-1.7	.	.	.	2	-4	-10	0.0	.
COc1ccc(C(=O)Nc2ccc(S(=O)(=O)N3CCCCC3)cc2)cc1	0.7	5	-3	-2	-4	-1	12	-0.1	1
CCCCc1nc2n[nH]c(N)c2c2c1CCC2	2.7	-4	-6	-2	7	2	-9	0.1	0
O=C(CCC(=O)c1ccc(Cl)cc1)OCc1nc2ccsc2c(=O)[nH]1	-2.0	-6	-1	-30	2	-5	-9	0.0	6
O=c1c([N+](=O)[O-])c(NC2CCCCC2)c2ccccc2n1-c1ccccc1	2.6	-4	-1	2	6	-3	-2	0.0	0
COc1ccccc1NC(=O)c1ccc(S(=O)(=O)N2CCOCC2)cc1	4.9	-9	0	3	3	-5	-13	0.1	-4
COc1ccc(C)cc1NC(=S)N1CCN(c2ncccn2)CC1	-1.0	-2	-4	5	11	-5	17	0.1	3
CCCN1C(=S)c2ccccc2C1c1ccccc1 (stereo not drawn)	1.6	6	1	-3	-10	3	0	-0.1	4
Cc1ccc(S(=O)(=O)N(c2nc(N(C)C)nc(N(C)C)n2)n2cnnc2)cc1	1.4	-7	29*	0	0	-3	-15	0.0	2
OCCC1CN(CC2CCCCC2)CCN1C1CCCC1 (stereo not drawn)	0.4	7	0	1	-2	-1	6	0.0	0
CC(/C=C/c1ccccc1)=N\NC(=O)Cn1cncn1	-2.6	7	1	0	-1	-3	1	0.1	-5
O=C(c1ccco1)N1N=C(c2ccc(Cl)cc2)CC1(O)C(F)(F)F (stereo not drawn)	2.8	-3	0	7	10	0	14	0.3	-7
NC1=NC(c2ccc(Br)cc2)n2c(nc3ccccc32)N1 (stereo not drawn)	2.0	-3	-1	-3	19	-1	-12	-0.1	3
COc1cc(NC(=O)COc2ccc3c(C)cc(=O)oc3c2C)cc(OC)c1OC	-11	5	-6	13	22	-6	-4	0.1	-10
CC(C)[C@H](NC(=O)C1CC(=O)N(c2ccc3c(c2)OCCO3)C1)C(=O)NC1CCCC1 (stereo partly drawn)	0.1	-3	1	-1	-3	1	2	0.0	-4
CSc1ncnc2c1cnn2-c1ccc(C)cc1C	3.9	5	2	11	10	5	-3	0.1	3
O=C(c1cccc(S(=O)(=O)NCCOc2ccccc2)c1)N1CCN(c2ncccn2)CC1	2.1	0	-1	0	16	1	-8	0.2	-2
